Screening results as filed in PubChem.
Rin1-Abl PPI inh: inhibitors of human Rin1-Abl protein interaction; TR-FRET Rin1/Abl binding, biochemical; P00519+Q13671; inhibition, % at 7.35 µM; 360,000 tested, 0.4% active; in the data active means inhibition above about 5%, passing the limit was not always enough
eLon inh: inhibitors of E. coli Lon protease. P0A9M0. purified E. coli Lon protease, fluorescence polarization. inhibition, % at 7.94 µM. 360,000 tested, 0.42% active. AID 602123; in the data active means inhibition above about 13%, passing the limit was not always enough;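 further: 0% = enzyme with probe and DMSO and 100% = no enzyme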
SKN-1 inh: blocks SKN-1 activity in C. elegans; C. elegans VP596 Pgst-4::GFP/RFP ratio, acrylamide-induced, 24 h; 360,000 tested, 0.49% active; inhibition, % at 21.8 µM;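 active means interference check ratio from 0.5 to 1.5 plus GFP to RFP signal ratio inhibition reaching or exceeding a fixed threshold, cut at about 30% in these data, passing the limit was not always enough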; further: some compounds called inactive have numbers as strong as hits
Neddyl block: inhibitors of human cullin neddylation; P61081+Q13564; TR-FRET cullin neddylation, biochemical; calls only at 25 µM; 360,000 tested, 0.58% active; AID 651699; in the data active means inhibition above about 36%
NRP1-CendR mod: modulators of CendR peptide binding to human neuropilin-1; O14786; FAM-RPARPAR peptide binding to NRP-1, fluorescence polarization; inhibition, % at 25 µM; 360,000 tested, 0.85% active;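 active means inhibition or corrected inhibition above about 18%, plus a signal ratio from 0.5 to 1.5, limit read from the data, passing the limit was not always enough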; further: strong numbers were not always called active
Target sequence (O14786 whole entry, looked up): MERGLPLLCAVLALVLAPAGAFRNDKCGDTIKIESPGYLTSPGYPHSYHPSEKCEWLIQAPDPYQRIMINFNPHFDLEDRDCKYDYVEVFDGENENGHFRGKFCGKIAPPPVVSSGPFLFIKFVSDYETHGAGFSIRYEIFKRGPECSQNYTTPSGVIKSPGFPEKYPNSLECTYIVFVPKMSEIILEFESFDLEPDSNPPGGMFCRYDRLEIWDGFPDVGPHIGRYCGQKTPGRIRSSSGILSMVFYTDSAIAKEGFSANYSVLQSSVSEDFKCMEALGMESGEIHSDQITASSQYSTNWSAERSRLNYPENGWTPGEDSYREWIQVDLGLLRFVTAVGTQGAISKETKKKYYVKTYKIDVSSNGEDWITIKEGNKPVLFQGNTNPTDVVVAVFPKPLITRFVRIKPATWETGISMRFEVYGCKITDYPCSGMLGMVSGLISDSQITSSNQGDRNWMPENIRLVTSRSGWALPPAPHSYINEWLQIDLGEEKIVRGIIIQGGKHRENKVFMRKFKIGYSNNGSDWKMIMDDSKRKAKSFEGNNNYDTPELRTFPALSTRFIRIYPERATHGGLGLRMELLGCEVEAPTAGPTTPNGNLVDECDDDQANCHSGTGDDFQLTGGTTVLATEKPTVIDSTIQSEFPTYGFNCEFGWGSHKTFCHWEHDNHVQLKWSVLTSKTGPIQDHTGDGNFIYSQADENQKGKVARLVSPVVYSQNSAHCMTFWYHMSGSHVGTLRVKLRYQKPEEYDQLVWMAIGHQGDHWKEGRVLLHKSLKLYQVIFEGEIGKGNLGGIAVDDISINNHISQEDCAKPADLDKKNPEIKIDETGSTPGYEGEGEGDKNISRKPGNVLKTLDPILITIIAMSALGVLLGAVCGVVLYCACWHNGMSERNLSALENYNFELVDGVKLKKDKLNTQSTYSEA
MT1-MMP act inh: MT1-MMP (human) activation inhibition; P50281; 360,000 tested, 0.061% active; GFP/RFP ratio change, % at 20 µM; HT1080 RFP-PRO-GFP cells, GFP/RFP ratio fluorescence, overnight; percent of plate control window, DMSO zero;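 active means GFP/RFP ratio change of at least 30% with cell ATP level not reduced by more than half and red fluorescence within 50% of control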; further: strong numbers were not always called active
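Assay system: HT1080 RFP-PRO-GFP cells | Dosing: 20 µM single dose, 1% DMSO | Incubation: Cells overnight before dosing, compound overnight, 37 °C, 5% CO2 | Evaluation: GFP/RFP fluorescence ratio | Control set: DMSO-only wells and HT1080 RFP-L50D-GFP cell wells as references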
bovine MsrA act: activates bovine MsrA enzyme. 360,000 tested, 0.3% active. AID 602163. purified bovine MsrA, absorbance read-out. activation, % at 10.6 µM; in the data active means activation above about 7.5%;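 further: 0% = vehicle and 100% = reference activator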
FAS TE block: blocks the thioesterase domain of human fatty acid synthase. recombinant FAS-TE, OMFH fluorogenic substrate, fluorescence endpoint. 360,000 tested, 0.67% active. P49327. inhibition, % at 15 µM;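 active means compounds whose normalised, plate-corrected inhibition of enzyme fluorescence in the single-dose primary screen is 50% or more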;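 further: 0% = DMSO with enzyme and 100% = substrate without enzyme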
MLLE-PAM2 inh: inhibitors of microRNA-mediated deadenylation, human PABP1 MLLE binding; P11940; 360,000 tested, 0.36% active; GST-MLLE / FITC-PAM2 fluorescence polarization; inhibition, % at 20 µM; in the data active means inhibition above about 35%, passing the limit was not always enough;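 further: plate controls were DMSO wells with GST-MLLE for no effect and wells lacking GST-MLLE protein for full effect; some results filed as inactive read as strong as hits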
Starred values were filed as active, the others as inactive; i = inactive; . = no result given; + = active, no number.

SMILES	Rin1-Abl PPI inh	eLon inh	SKN-1 inh	Neddyl block	NRP1-CendR mod	MT1-MMP act inh	bovine MsrA act	FAS TE block	MLLE-PAM2 inh
O=C(CSc1nnnn1-c1cccc2c1CCCC2)N1CCCC1	-2	1	31	i	11	-1	-4	-9	-1
O=c1[nH]c(=S)[nH]c2c1C(c1cccc(C(F)(F)F)c1)OC(CCc1ccccc1)C2 (configuration not stated)	.	1	19	i	-13	3	7	22	.
COc1ccc(CNC(=O)CN2C(=O)NC(C)(c3ccc(Cl)cc3)C2=O)cc1 (configuration not stated)	-1	0	1	i	1	5	1	1	-18
COc1ccc(NC(=O)C(=S)NC2CCCCC2)cc1	1	-2	13	i	-12	4	-4	24	14
O=C(NCc1nnnn1-c1ccc(F)cc1)c1ccc([N+](=O)[O-])o1	3	-19	2	i	4	3	2	-6	-7
CCC(=O)Nc1c2c(nn1-c1ccc(OC)cc1)CS(=O)C2 (configuration not stated)	-3	-11	1	i	-3	1	-2	-1	-10
Cc1cc(C(F)(F)F)nn1CC(=O)N(C)c1ccccc1	0	-2	-2	i	5	-1	3	-5	0
CC1Cc2ccccc2N1C(=O)COC(=O)c1cccc(Br)c1 (configuration not stated)	4	-6	27	i	2	3	24*	25	3
Oc1cccc(Nc2ncnc3ccccc23)c1	-4	-1	9	i	-13	-6	-2	-8	-6
Cc1c(CN(C)C(=O)c2nn(C)cc2[N+](=O)[O-])cnn1C	2	-3	5	i	-3	-2	-5	-10	7
O=C(CNc1cccc([N+](=O)[O-])c1)NCCCc1ccccc1	-1	0	-4	i	-4	4	-3	40	2
COc1ccccc1CN1C(=NC(=O)C2CCCCC2)SC2CS(=O)(=O)CC21 (configuration not stated)	1	12	10	i	3	2	-1	0	-5
Oc1cccc(Nc2nc(N3CCOCC3)nc(N3CCOCC3)n2)c1	-3	3	12	i	16	-2	0	-4	10
N=C1C(c2nc3ccccc3s2)=C(O)CN1NC(=O)c1ccco1	-1	-1	1	i	-8	16	-7	-6	-11
Cn1cnc([N+](=O)[O-])c1Oc1ccc2ccccc2c1	-2	-4	-6	i	9	0	-10	1	-10
CN=c1scc(C)n1/N=C/c1cc(Br)c(O)c(Br)c1	-4	-2	-8	i	1	-2	-4	3	-31
CCOC(=O)N1CCN(C(=S)Nc2cc(OC)c(OC)cc2C(=O)OC)CC1	3	-7	10	i	-65	1	0	0	-1
COc1ccc(CN(C)C(=O)c2cccc(S(=O)(=O)NCc3ccccc3)c2)cc1F	2	-2	-5	i	0	4	-1	-4	-11
CCOC(=O)c1[nH]c(C)c(C(=O)Nc2ccc(C)c(C)c2)c1C	-4	0	10	i	-5	1	-1	0	3
CN(C)Cc1n[nH]c(=O)c2ccccc12	3	4	5	i	-8	6	-2	-5	6
CCCc1nc(-c2ccc(-c3ccc(F)cc3)cc2)no1	-2	-5	-8	i	7	-2	-4	9	0
CN(Cc1ccc(F)cc1)C(=O)CNC(=O)C1CCCCC1	-4	-1	9	i	8	-2	-3	1	-9
Cc1ccc(N(C(=O)CCC(=O)Nc2ccccn2)C(C(=O)NC(C)C)c2ccc(F)cc2)cc1 (configuration not stated)	-5	-15	-2	i	-3	0	-1	-1	17
Cc1cc(-c2cccc(Br)c2)c(C#N)c(N)n1	-6	6	12	i	-22	-1	-1	-1	8
CCN(CC)CCSc1nnc2c3ccccc3n(CCc3ccccc3)c2n1	-6	5	-3	i	-2	0	-5	5	22

(next part)
SMILES	Rin1-Abl PPI inh	eLon inh	SKN-1 inh	Neddyl block	NRP1-CendR mod	MT1-MMP act inh	bovine MsrA act	FAS TE block	MLLE-PAM2 inh
CCC1CCCCN1C(=O)c1cc(COc2ccc3ncccc3c2)on1 (configuration not stated)	1	6	2	i	12	-10	-1	5	0
O=C(Nc1ccc(OCC(=O)N2CCOCC2)cc1)Nc1cccc2ccccc12	-10	-7	11	i	0	2	0	-5	-14
CC(C)C[C@H](NC(=O)N1CC(=O)Nc2ccccc21)C(=O)N[C@@H](C(=O)O)c1ccccc1	0	-4	8	i	13	0	-4	-4	13
COc1ccc(CCNC(=O)[C@H](C)N2C(=O)N3CCc4c([nH]c5ccccc45)[C@@]3(C)C2=O)cc1	-1	3	16	i	-4	3	-3	11	-14
Fc1ccc(N2CCN(c3nc(CN4CCOCC4)nc4scc(-c5ccccc5)c34)CC2)cc1	0	4	2	i	0	-5	-4	29	0
NS(=O)(=O)c1ccc(CCNC(=O)CSc2nc3ccccc3c(=O)n2CC2CCCO2)cc1 (configuration not stated)	6	-2	3	i	9	2	-4	-2	-8
COC(=O)Cn1c(C(O)c2ccccc2)nc2ccccc21 (configuration not stated)	2	1	4	i	11	0	-1	-6	-8
Cc1ccccc1OCC(=O)NNC(=O)C1CCN(c2ncnc3sc(C)c(C)c23)CC1	0	-9	4	i	10	-1	-2	4	3
COc1cccc(C(=O)OC2CCCN(C)C2)c1 (configuration not stated)	3	-7	-10	i	2	3	-4	-2	-7
Cc1ccc(C)c(OCC(=O)N/N=C/c2ccsc2)c1	-3	-5	-10	i	6	9	-4	-4	-3
Cc1ccc(CNS(=O)(=O)c2c(C)n(C)c(=O)n(C)c2=O)cc1	-4	1	-3	i	13	-3	-1	-6	7
COc1ccc(S(=O)(=O)Cc2ccc(C(=O)N3CCOCC3)o2)cc1	1	-4	2	i	-6	-4	-10	-3	-10
COC(=O)c1ccc(NC(=O)CSc2nc(=O)n3cccc(C)c3n2)cc1	0	-4	3	i	2	-3	-3	1	-10
CCOc1ncccc1C(=O)N(CC)CC(=O)Nc1ccc(NC(C)=O)cc1	3	-12	3	i	-4	5	-6	-7	15
CCN1CCN(C(=S)c2ccc(Cl)c(Cl)c2)CC1	2	-8	-2	i	-9	-5	0	-6	29
Cc1ccc(C)c(NC(=O)CCCCCN2C(=O)[C@@H]3Cc4ccccc4CN3C2=O)c1	-2	7	10	i	-6	2	-3	-3	5
Cc1nc(N)sc1-c1ccccc1	1	-3	-13	i	-7	-1	-5	-8	21
Cc1ccc(NC(=O)CN(C)C(=O)C(C)OC(=O)CNC(=O)c2ccc(Cl)c([N+](=O)[O-])c2)cc1 (configuration not stated)	1	9	3	i	2	-1	-4	28	4
Cc1cc(C)n2nc(CC(=O)NCc3ccc(F)cc3)nc2n1	-1	-8	-6	i	-1	-6	0	-6	6
O=S1(=O)Nc2c(ccc3cccnc23)-c2ccccc21	-6	3	2	+	0	18	-3	-8	-1
COc1ccc(N2CCN(C(=O)C3Cc4ccccc4CN3C(=O)c3ccco3)CC2)cc1 (configuration not stated)	2	14	-5	i	-4	7	-12	-4	1
O=C(O)CN1CCCCCC1=O	0	2	13	i	17	-2	-3	-6	9
CCCC1(C(=O)OCC)NC(c2cc(OC)c(OC)c(OC)c2)C2C(=O)N(CC)C(=O)C21 (configuration not stated)	2	2	-22	i	-8	0	-8	-4	4
O=C(NCC1CCN(Cc2ccccc2F)CC1)Nc1ccccc1F	-4	4	0	i	1	3	0	-7	-3
CCOc1ccc(C2C(C(=O)OC)=CN(CCOC)C=C2C(=O)OC)cc1	4	1	8	.	-1	4	-6	0	-1

The results go on:
SMILES	Rin1-Abl PPI inh	eLon inh	SKN-1 inh	Neddyl block	NRP1-CendR mod	MT1-MMP act inh	bovine MsrA act	FAS TE block	MLLE-PAM2 inh
FC(F)(F)c1ccccc1Cc1c(C2CCCCC2)nc2ccc(Br)cn12	1	-8	17	i	-3	-6	1	7	-4
Cc1cccc(-c2nnc(NC(=O)c3ccc(Cl)cc3)o2)c1	-5	-3	-6	i	1	9	-9	-30	-35
CC(=O)Oc1ccc(C2(C)CC(C)(C)Oc3cc(OC(C)=O)ccc32)c(OC(C)=O)c1 (configuration not stated)	0	-1	-3	i	-4	1	-6	20	11
CN(CC(=O)NCCc1ccc(S(N)(=O)=O)cc1)Cc1ccc(Cl)cc1Cl	0	-4	15	i	0	-5	-3	-2	-4
O=c1ccc2cc(S(=O)(=O)NCCCc3ccccc3)ccc2[nH]1	-3	-5	-4	i	2	5	0	-2	-5
COc1ccccc1S(=O)(=O)Cc1ccc(C(=O)N2CCN(c3ccc(C)cc3)C(C)C2)o1 (configuration not stated)	2	-13	-13	i	6	6	-7	0	12
Clc1ccc(OCCSc2nnnn2C2CCCCC2)cc1	0	6	-28	i	-9	4	1	22	6
O=C(Nc1ccc2c(c1)OCCO2)c1coc2ccccc2c1=O	1	-3	5	i	-56	-9	-3	-11	1
CC12Cc3ccc4ccccc4c3C=C1C[N+](C)(C)C2 (configuration not stated)	-3	-1	-4	i	-11	-3	-3	-1	-2
CCn1c(SCC(N)=O)nnc1-c1cc2c(C)nn(-c3ccccc3)c2s1	0	-1	5	i	3	3	-2	-5	-147
O=c1oc2ccccc2c(NC(c2ccccc2)c2ccccc2)c1[N+](=O)[O-]	-2	-8	2	i	11	2	-14	15	3
CN(c1ccccc1)S(=O)(=O)c1cccc(NS(=O)(=O)c2ccc(/C=C/C(=O)O)cc2)c1	2	8	-3	i	10	3	-2	-1	-3
O=C(CSc1nnc(Nc2ccccc2)s1)NCc1ccco1	0	-9	-7	i	-15	7	-8	-8	-7
O=C(Nc1ccccc1)N1CCCC(c2nc(-c3cccs3)no2)C1 (configuration not stated)	1	15	8	i	-3	-1	-1	3	5
O=C(c1ccccc1)c1ccc(N2CCOCC2)cc1	-1	7	19	i	-6	.	-3	0	12
Cc1ccc(OCC(O)CN2CCOCC2)cc1C (configuration not stated)	1	-3	17	i	-5	1	-5	-5	-2
Cc1ccc2oc3c(c(=O)c2c1)C(c1cccc(Cl)c1)N(CCCN1CCOCC1)C3=O (configuration not stated)	-4	1	5	i	-14	0	-2	5	-18
Cc1nc(CN2CCC(c3ccccc3)CC2)cc(=O)[nH]1	2	5	8	i	-7	0	-2	-2	-2
Cc1ccc(C(c2nnnn2C(C)(C)C)N2CCC(C)CC2)cc1 (configuration not stated)	4	-13	-9	i	-16	-8	1	9	-23
CCN(Cc1nc(-c2cccc(C)c2)no1)C(=O)c1ccc2c(c1)OCO2	-2	-5	2	i	-20	-2	-2	11	0
CCn1c2ccccc2c2cc(NC(=O)c3cccc(OC)c3)ccc21	2	2	10	i	-5	3	-2	10	-3
Cc1ccc(NC(=Nc2ccc(Br)cc2)N2CCOCC2)cc1C	3	-4	5	i	8	0	-1	10	5
CCN(CC)CCCN1C(=O)C(O)=C(C(=O)c2cc3ccccc3o2)C1c1ccccn1 (configuration not stated)	-4	1	-9	i	4	-3	-4	-5	10
O=C(NCCOc1ccccc1F)c1ccc2c(=O)n3c(nc2c1)CCC3	1	5	-7	i	6	3	-1	-5	-12
CCOc1ccc(-c2nnc(-c3ccncc3)o2)cc1OCC	-1	-11	-1	i	0	-2	-4	-10	-3
COC(=O)C1=C(C)N(Cc2ccccc2)C(=NCc2ccc(OC)cc2)N[C@H]1c1ccccc1	-4	-11	-11	i	-22	-4	-6	-27	-117

Looked up by compound from the list above, 7 records:
SMILES	Rin1-Abl PPI inh	eLon inh	SKN-1 inh	Neddyl block	NRP1-CendR mod	MT1-MMP act inh	bovine MsrA act	FAS TE block	MLLE-PAM2 inh
Cc1ccc(C(c2nnnn2C(C)(C)C)N2CCC(C)CC2)cc1 (configuration not stated)	4	-13	-9	i	-16	-8	1	9	-23
O=C(c1ccccc1)c1ccc(N2CCOCC2)cc1	-1	7	19	i	-6	.	-3	0	12
CCn1c(SCC(N)=O)nnc1-c1cc2c(C)nn(-c3ccccc3)c2s1	0	-1	5	i	3	3	-2	-5	-147
O=C(NCCOc1ccccc1F)c1ccc2c(=O)n3c(nc2c1)CCC3	1	5	-7	i	6	3	-1	-5	-12
CN(c1ccccc1)S(=O)(=O)c1cccc(NS(=O)(=O)c2ccc(/C=C/C(=O)O)cc2)c1	2	8	-3	i	10	3	-2	-1	-3
FC(F)(F)c1ccccc1Cc1c(C2CCCCC2)nc2ccc(Br)cn12	1	-8	17	i	-3	-6	1	7	-4
Cc1ccc(NC(=Nc2ccc(Br)cc2)N2CCOCC2)cc1C	3	-4	5	i	8	0	-1	10	5
